CFTR F508del cor = CFTR F508del correction in bronchial cells | activity (quench increase), % at 7.58 µM | AID 720511 | CFBE cells, YFP halide quenching; stimulated with forskolin plus potentiator P3; % fluorescence drop versus neutral controls | 350,000 compounds, 0.36% hits;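 active = mean added fluorescence quench of at least 8% versus neutral control, with both replicates also reaching 8%; inconclusive = only one of the mean or replicate conditions met; inactive = mean below 8% and not both replicates reaching 8%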;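 note: cells transiently co-express mutant CFTR-F508del with the halide-sensitive YFP; corrector assay measuring rescue of mutant channel to the surface after 24 h compound exposure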
Statin myotox sup = protects C2C12 myotubes from simvastatin toxicity; rescue of ATP level, % at 7.49 µM; ATP luminescence, 48 h; scaled: DMSO 0, geranylgeraniol control 100; 330,000 compounds, 0.78% hits;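 active = mean ATP rescue above about 67%, or every replicate alone reaching that limit, limit read from the data, passing the limit was not always enough; inconclusive = no clear call, values can overlap the other calls; inactive = mean under the limit and some replicate under it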;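 note: myotubes were challenged with 10 µM simvastatin during compound exposure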
miR122 inh = inhibitors of miR-122 in Huh7 cells; activation (reporter increase), % at 12.5 µM; AID 602342; 340,000 compounds, 0.3% hits; Huh7 miR-122 Renilla luciferase sensor, 48 h; neutral wells = 0, positive control = 100;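 active = mean replicate activation score at least 90 and every replicate individually at or above 90; inconclusive = only one of the two criteria met; inactive = neither criterion met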;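 note: higher luciferase means less miR-122 activity so hits act as miR-122 inhibitors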
PGC1a acetyl inh = PGC1a acetylation modulation, inhibitor mode. U2OS PGC1a acetylation, AlphaScreen anti-acetyl-lysine; with virally co-expressed GCN5 acetyltransferase. inhibition, % at 15.6 µM. 350,000 compounds, 0.17% hits. AID 651687;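 active = every replicate shows inhibition of at least 40%; inconclusive = mean inhibition at least 40% but some replicate below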;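 note: 0% = neutral control wells and 100% = positive control wells; some results beyond the cut were filed as inactive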
GSIS activator = primary screen for activators of insulin secretion dependent on glucose, INS-1E cells, GLuc reporter luminescence; INS-1E GLuc reporter insulin secretion, 2-3 h; 370,000 compounds, 0.61% hits; AID 743287; activation, % at 16.6 µM;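 active = lowest replicate activation of at least 40%, so every replicate reaches that level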;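 note: 0% = median of neutral control wells and 100% = median of IBMX positive control wells; some compounds called inactive have numbers as strong as hits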
FN deposition inh = fibronectin deposition inhibition | AID 743247 | 350,000 compounds, 0.086% hits | AH1F fibroblasts, Alexa488-fibronectin deposition fluorescence, overnight | inhibition, % at 12.6 µM;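 active = mean inhibition across replicates of 30% or more, regardless of how many single replicates reach that level; inconclusive = mean under 30% yet at least half of replicates reach 30%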;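 note: positive control wells lacked labelled fibronectin entirely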
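Assay system: AH1F fibroblasts / Quantity: 10000 cells per well / Medium: DMEM plus 2% serum, read in PBS / Reagent: labelled fibronectin 24 nM / Dosing: single dose, pinned / Times: 1 h cell attachment, overnight exposure to compound and label / Signal: fluorescence, ex 485 nm, em 525 nm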
PglD inh = inhibitors of Campylobacter jejuni PglD acetyltransferase | purified PglD enzyme, DTNB colorimetric CoA detection | inhibition, % at 12.5 µM | 360,000 compounds, 0.098% hits; in the data active = inhibition above about 16%, passing the limit was not always enough; inconclusive = no clear call, values can overlap the other calls; note: strong numbers were not always called active
Cneo AK release = causes C. neoformans cell lysis | adenylate kinase release luminescence, 4 h; normalised: neutral wells 0, clomiphene wells 100 | 360,000 compounds, 0.2% hits | lysis activity, % at 15 µM;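 active = mean lysis activity across replicates of at least 80%, whatever share of replicates individually reach that level; inactive = mean lysis activity below 80%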
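Material: C. neoformans cells | Amount: Yeast cell density of 5 × 10^6 cells/mL | Medium: Fresh YPD growth medium | Dosing: Single dose | Times: Static 4 h at 37 °C with compound, 1 h detection | Detection: AK luminescence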
Active calls of the source: *; ? = inconclusive; nt = not tested or not shown; [ ] = dose if it differs, or a comment.

SMILES	CFTR F508del cor	Statin myotox sup	miR122 inh	PGC1a acetyl inh	GSIS activator	FN deposition inh	PglD inh	Cneo AK release
Cc1ccc(SC[C@H](C)CN2CC[C@H](C)CCC2=O)cc1	0.7	-9	1	-11	39	-8	-2	1
Cc1cccc(N(C(=O)c2csnn2)C(C(=O)NC(C)(C)C)c2cccs2)c1 (stereo unspecified)	3.0	3	nt	-9	-9	nt	-5	-1
CO[C@H](CN(C)Cc1nccs1)[C@H](C)CN([C@H](C)CO)S(=O)(=O)c1ccc(F)cc1	-1.6	3	nt	3	7	-27	5	1
O=C(CC1CCCCC1)NCc1ccccn1	nt	1	0	9	nt	-2	0	0
CC(C)Cn1cc(C(=O)N2CCOCC2)c2c3ccccc3n(C)c2c1=O	nt	10	2	-9	15	2	-1	-1
CNS(=O)(=O)c1ccc2c3c(cccc13)C(=O)N2C	1.5	-10	17	1	9	3	0	-6
C[C@H]1CN([C@@H](C)CO)C(=O)c2cccc(NC(=O)c3ccc(-c4nccs4)cc3)c2O[C@H]1CN(C)Cc1ccc(Cl)c(Cl)c1	0.0	nt	32[16.7 µM]	9	-2	11	0	0
O=C(COC(=O)c1cc(S(=O)(=O)N2CCOCC2)ccc1F)c1ccccc1	-2.3	4	-4	-7	10	-3	-1	-2
COc1cccc(C2C=C(Nc3ccccc3)C(=O)N2c2ccccc2)c1 (stereo unspecified)	3.1	6	8	3	9	-3	nt	nt
Cc1ccc(S(=O)(=O)N[C@@H]2CC[C@H](CCNC(=O)CN3CCOCC3)O[C@@H]2CO)cc1	3.5	-8	nt	5	9	nt	0	-5
CCOc1cc(C2Nc3ccccc3NC3=C2C(=O)CC(C)(C)C3)ccc1OC(C)=O (stereo unspecified)	-1.5	7	-5	5	4	5	2	1
CC(C)C(=O)NCCc1nc2ccccc2n1CCc1ccccc1	-0.6	3	-2	-12	-8	13	6	2
S=C(Nc1ccc(Cl)cc1)N1CCCCC1	nt	-5	9	10	-4	-3	2	3
COc1ccc(-c2[nH]nc3c2C2(C(=O)N(CC(=O)O)c4ccccc42)C(C#N)=C(N)O3)cc1OC (stereo unspecified)	nt	nt	-8	-2	24	5	6	0
Cc1cccc(NS(=O)(=O)c2cccc(C(=O)NCC3(N4CCOCC4)CCCCC3)c2)c1	3.3	-19	44	-6	-26	-8	-5	3
O=C(O)/C=C/C(=O)Nc1ccc2nccnc2c1	0.0	nt	1	-10	-2	0	nt	nt
CC1CC(C)CN(S(=O)(=O)c2ccc(C(=O)N(c3ccccn3)C3CCCCC3)cc2)C1 (stereo unspecified)	1.9	nt	nt	-2	-45	3	nt	nt
C[C@@H](NC(=O)C[C@@H]1C[C@@H]2c3cc(NC(=O)C4CCC4)ccc3O[C@@H]2[C@@H](CO)O1)c1ccccc1	1.1	0	-2[16.7 µM]	1	13	-4	1	-5
COc1ccc(CCN2CC(C(=O)NCc3cc(C)on3)CCC2=O)cc1 (stereo unspecified)	0.8	4	-5	3	25	0	2	-1
COc1ccc(-n2nc(C(=O)NCC(=O)N(C)Cc3ccccc3)c3ccccc3c2=O)cc1OC	0.3	11	-16	3	-8	0	6	1
CC(C)CC(C(=O)OCC(=O)c1c(N)n(C)c(=O)n(C)c1=O)N1C(=O)C2CC=CCC2C1=O (stereo unspecified)	-0.2	nt	nt	9	-6	-7	3	0
COc1ccc(CN(C)C(=O)CCc2ccc(S(=O)(=O)N3CCCCCC3)cc2)c(OC)c1	-5.0	-3	-4	-10	-56	8	0	2
O=C(NCCn1c(C(F)(F)F)nc2cc(C(F)(F)F)ccc21)[C@H]1CCCN1c1nc(CN2CCCCC2)cs1	nt	2	-1	4	nt	nt	11	-1
CCNC(=S)Nn1cnc2ccccc21	-2.7	nt	-5	-7	1	5	-1	-2
Cc1nc2cc(NC(=O)COc3ccccc3C#N)ccc2n1-c1ccccc1	nt	-23	3	-4	4	nt	nt	-18
CCN(C(=O)Cn1nnc(-c2ccccc2)n1)C1CCS(=O)(=O)C1 (stereo unspecified)	-4.2	-1	nt	nt	16	-1	1	-1
COc1ccc(C#Cc2cnc3c(c2)C(=O)N([C@H](C)CO)C[C@H](C)[C@H](CN(C)Cc2ccccc2)O3)cc1OC	1.5	?	4[16.7 µM]	-18	0	nt	3	-1
Cc1cccc(N2C(=O)CCC2=O)c1	nt	4	-4	10	nt	15	-5	0
COC(=O)c1ccc(Oc2cc(C)nc(Cl)n2)cc1	-2.1	3	0	-2	2	-10	4	1
CCCC(=O)OCC(=O)Nc1ccc(OC(F)F)cc1	nt	nt	-14	nt	nt	-4	-195	-3
O=C(CNC(=O)c1ccccc1)OCc1nnc(-c2ccccc2)o1	0.4	4	nt	nt	-14	-2	-1	-4
CC(=O)Oc1c(C)c(=O)n(C)c2ccccc12	2.2	nt	3	6	0	-3	-4	0
CC(=O)c1c(C)[nH]c(C(=O)OCC(=O)N(Cc2ccccc2)C(C)(C)C)c1C	-2.5	-5	-4	nt	-32	7	3	-1
COc1ccc(NC(=O)c2ccc(S(=O)(=O)N(C)c3ccccc3)cc2)cn1	1.0	-6	-4	-8	-36	13	1	-9
Cc1ccc(CNCc2ccc3c(c2)OCO3)cc1	1.8	18	-2	1	-1	6	-8	2
CNC[C@@H]1Oc2ccc(NC(=O)Nc3c(C)noc3C)cc2C(=O)N([C@H](C)CO)C[C@H]1C	-2.1	-26	5[16.7 µM]	5	13	-3	-3	0
COc1ccc(CN(C)C[C@H]2Oc3ccc(NC(=O)Nc4ccc(F)cc4)cc3CC(=O)N([C@H](C)CO)C[C@@H]2C)cc1	0.0	15	5[16.7 µM]	-6	-23	nt	0	6
Cc1ccc(S(=O)(=O)Nc2ccc3c(c2)C(=O)N([C@@H](C)CO)C[C@@H](C)[C@H](CN(C)Cc2ccc4c(c2)OCO4)OCCCC[C@@H](C)O3)cc1	1.3	26	-11[16.7 µM]	nt	-25	nt	2	1
CCN(C1CCCCC1)S(=O)(=O)c1cn(C)c(=O)n(C)c1=O	3.0	10	nt	nt	nt	9	-4	3
Cc1c(N2C(=O)C(C)SC23C(=O)Nc2ccccc23)c(=O)n(-c2ccccc2)n1C (stereo unspecified)	nt	-9	1	7	-1	-7	7	0
Cc1ccc(S(=O)(=O)CCC(=O)OC(C)c2nnc(-c3cccs3)o2)cc1 (stereo unspecified)	-1.7	2	nt	-4	nt	-4	4	-2
Cc1noc(C)c1S(=O)(=O)Nc1cccc2c1O[C@H](CN(C)C(=O)Nc1ccc(F)cc1)[C@H](C)CN([C@H](C)CO)C2=O	-0.1	?	7[16.7 µM]	-14	-20	-3	3	-3
C/C=C/c1cnc2c(c1)C(=O)N([C@H](C)CO)C[C@H](C)[C@H](CN(C)C(=O)Nc1ccc(F)cc1)O2	1.7	5	16[16.7 µM]	-5	1	-4	1	44
O=C(COC(=O)c1ccc(Cl)nc1)Nc1nnc(-c2ccccc2)o1	-3.7	7	nt	-4	-6	nt	4	1
CCOC(=O)c1ccc(NC(=O)c2nc[nH]c2C(=O)NC[C@@H](C)O)cc1	-2.9	-8	3	0	14	6	-2	0
CC(C)(C)c1cn(-c2ccccc2)c(=S)[nH]1	nt	-8	-5	-1	18	nt	-3	2
C#CCOCCOCCOCCNc1nc(N2CCN(C(=O)[C@H](CCC(=O)O)n3cc(C(N)CC(C)C)nn3)CC2)nc(N2CCN(C(=O)[C@H](Cc3cc4ccccc4[nH]3)n3cc(C(N)CC(C)C)nn3)CC2)n1 (stereo partly specified)	nt	-3	-5	-4	nt	nt	0	3
O=c1c2c([nH]n1-c1ccccc1)CCSC2	0.5	-14	nt	-8	-9	1	-1	4
OC(c1cccc(OCc2ccccc2)c1)c1nnc(-c2ccccc2)o1 (stereo unspecified)	nt	146*	-12	5	nt	-11	-1	-2
Cc1cc(Nc2ccc(C(=O)O)cc2)nc(N)n1	1.4	1	0	-7	20	-5	-2	-1
CCc1ccc(C(=O)c2cncc(Br)c2)cc1	nt	-3	-3	16	nt	2	0	1
O=S(=O)(NCC[C@H]1CC[C@H](NS(=O)(=O)c2ccccc2Cl)[C@@H](CO)O1)c1ccc(Cl)cc1	-2.8	7	nt	-5	-21	nt	-2	11
C[C@@H]1CN([C@@H](C)CO)S(=O)(=O)c2ccc(-c3ccccc3)cc2O[C@@H]1CN(C)C(=O)c1ccc2c(c1)OCO2	0.7	-8	-44[16.7 µM]	-7	-24	nt	-8	-1
C[C@@H]1CN([C@@H](C)CO)C(=O)c2cc(-c3ccncc3)cnc2O[C@H]1CN(C)C(=O)Cc1ccccn1	0.5	-12	0[16.7 µM]	10	21	nt	2	-1
CCCOc1ccc(/C=C/C(=O)Nc2ccc([N+](=O)[O-])cc2C)cc1OC	nt	-38	3	nt	nt	nt	-1	0
Cc1cc(C)n2nc3nc4c(cc3c2n1)CCCC4	nt	-3	-11	nt	nt	-14	1	1
O=C(O)c1cc(S(=O)(=O)N(Cc2ccccc2)c2ccccc2)ccc1Cl	0.6	-3	-1	7	-1	7	-2	0
O=C(N[C@@H]1CC[C@@H](CCNS(=O)(=O)c2cccc(Cl)c2)O[C@@H]1CO)c1ccncc1	-0.7	13	37[16.7 µM]	4	5	-11	-2	2
COc1ccc(N2CCN(C(=O)c3ccc4c(Cl)c5c(nc4c3)CCCC5)CC2)cc1	1.2	-2	-3	4	nt	-6	3	0
CSC[C@H](NC(=O)COc1cc2c(c3oc(=O)c(C)c(C)c13)CCC(C)(C)O2)C(=O)O	3.2	-4	8	10	-1	0	-5	1
The listing continues.
SMILES	CFTR F508del cor	Statin myotox sup	miR122 inh	PGC1a acetyl inh	GSIS activator	FN deposition inh	PglD inh	Cneo AK release
C[C@H]1CN([C@@H](C)CO)C(=O)Cc2cc(NS(=O)(=O)c3cccs3)ccc2O[C@@H]1CN(C)S(=O)(=O)c1ccccc1	0.9	6	-1[16.7 µM]	6	3	nt	-2	2
CC(=O)NC12CC3CC(C1)CC(C(=O)OCC(=O)c1cc(C)n(C)c1C)(C3)C2	-1.6	-2	-9	20	nt	-3	-1	-1
COc1c(C(=O)NNC(=O)c2ccccc2)csc1Br	6.6	5	nt	nt	5	11	nt	nt
O=C(c1cnn(C(=O)c2ccco2)c1)c1cc(Cl)cc(Cl)c1O	-0.6	3	-1	10	0	nt	4	3
O=C1c2ccccc2C(=O)N1CCOc1ccc(F)cc1	-0.5	4	2	6	16	11	0	-5
CCC(=O)N(Cc1cc2cc(OC)ccc2[nH]c1=O)c1cc(C)ccc1C	nt	48	-2	-7	nt	8	-5	1
Cc1cccc(NC(=O)CN(C)S(=O)(=O)c2cccc3cccnc23)c1C	2.3	nt	4	5	-9	-12	1	0
CC(C)(C)c1ccc(-c2nc3n(c(=O)c2C#N)CCS3)cc1	-1.3	nt	nt	-4	-18	-14	nt	nt

A draw from above in order of count of non-hydrogen atoms, smallest number first.
SMILES	CFTR F508del cor	Statin myotox sup	miR122 inh	PGC1a acetyl inh	GSIS activator	FN deposition inh	PglD inh	Cneo AK release
COc1c(C(=O)NNC(=O)c2ccccc2)csc1Br	6.6	5	nt	nt	5	11	nt	nt
CC(=O)NC12CC3CC(C1)CC(C(=O)OCC(=O)c1cc(C)n(C)c1C)(C3)C2	-1.6	-2	-9	20	nt	-3	-1	-1
C[C@H]1CN([C@@H](C)CO)C(=O)Cc2cc(NS(=O)(=O)c3cccs3)ccc2O[C@@H]1CN(C)S(=O)(=O)c1ccccc1	0.9	6	-1[16.7 µM]	6	3	nt	-2	2
